Abs 340nm: compounds absorbing at 340 nm. fold change at 10 µM. 65,000 tested, under 10 active. compound absorbance at 340 nm, fold over control;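 active = at 10 µM dose, initial 340 nm absorbance at least 2 fold that of control wells; inactive = change under 2 fold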;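 note: initial absorbance extrapolated from kinetic A340 decline of NADH oxidation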
TNAP act mid DEA: activates human TNAP at intermediate phosphate acceptor concentration; P05186; purified TNAP, CDP-star luminescence, 100 mM DEA, 30 min; hits give high values; scale: 0 levamisole-inhibited, 1 vehicle-only enzyme; activation factor at 20 µM; 64,000 tested, under 10 active; AID 813;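 active = activation factor of at least 2 at 20 µM, relative to controls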
Autofluor 339: intrinsic fluorescence of library compounds, ex339/em460 – biochemical, MLSMR library, data from DPM-DC assay, artefact control, profiling panel; fluorescence fold increase at 10 µM; AID 709; compound autofluorescence, ex339/em460 nm, NADH buffer; hits give high values; 1 = no-compound wells, NADH background; actives 5.5% (n = 65,000);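 active = at 10 µM, mean starting fluorescence two-fold or more over control wells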;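 note: signal is the first read of a kinetic run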
5HT1a ag: agonists of human 5-HT1a serotonin receptor; P08908; CHO 5-HT1a Ga15 NFAT-bla reporter, FRET ratio; 0% basal, 100% maximal reference agonist; activation, % at 10 µM; actives 0.56% (n = 65,000); AID 567;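 active = activation above the screen-wide mean activation plus 3 SD, cut at about 19% in these data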;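 note: 0% = DMSO wells and 100% = 5-CT at EC100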
5-HT1A blocker: 5-HT1a (human) receptor antagonism; P08908; CHO 5-HT1a Ga15 NFAT-bla reporter, antagonist mode; inhibition, % at 10 µM; actives 0.68% (n = 62,000); AID 612;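 active = inhibition above the mean of all tested compounds plus 3 SD, cut at about 43% in these data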;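 note: receptor stimulated by 5-CT agonist at 100 nM near EC80; beta-lactamase reporter measured by ratiometric fluorescence of a cleavable substrate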
MMP13 inh: blocks human MMP13 activity; P45452; MMP-13 fTHP FRET cleavage, Mca fluorescence; inhibition, % at 4 µM; actives 0.07% (n = 65,000);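 active = inhibition above the mean of compound-free control plate wells plus 3 SD, cut at about 14% in these data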;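 note: 0% = DMSO wells and 100% = wells with reference MMP-13 inhibitor after basal subtraction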
SF-1 act: SF-1 (human) activation. Q13285. activation, % at 10 µM. CHO-K1 Gal4-SF-1 LBD luciferase reporter; % increase over DMSO SF-1-specific signal. AID 522. actives 1.9% (n = 65,000);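 active = activation above the mean activation of all tested compounds plus 3 SD, cut at about 50% in these data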
Target sequence (Q13285 whole entry, looked up, the tested form may be a part): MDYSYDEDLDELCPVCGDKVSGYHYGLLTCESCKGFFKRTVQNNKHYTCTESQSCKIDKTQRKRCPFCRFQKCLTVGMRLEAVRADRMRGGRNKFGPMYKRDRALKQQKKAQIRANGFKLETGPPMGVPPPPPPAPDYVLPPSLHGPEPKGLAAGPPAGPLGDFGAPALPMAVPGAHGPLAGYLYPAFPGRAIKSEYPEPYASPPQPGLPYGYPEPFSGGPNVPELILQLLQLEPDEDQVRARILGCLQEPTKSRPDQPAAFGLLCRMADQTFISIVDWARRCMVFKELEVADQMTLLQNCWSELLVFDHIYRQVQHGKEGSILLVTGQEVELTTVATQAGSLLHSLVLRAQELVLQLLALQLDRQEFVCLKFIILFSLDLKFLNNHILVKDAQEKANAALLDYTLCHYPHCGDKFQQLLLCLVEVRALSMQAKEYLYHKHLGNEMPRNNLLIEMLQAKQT
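material = CHO-K1 cells with Gal4–hSF-1 LBD chimera plus Gal4-driven luciferase | compound = 10 µM single point, 1% DMSO | incubation = 20 h compound exposure at 37 °C after 1 h cell settling | measured by = SteadyLite luciferase luminescence | evaluation = percent activation relative to DMSO median and mock-transfected background | control set = DMSO negative control and −SF1 background wells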
NADH coupling: blocks coupling enzymes of NAD/NADH assays; coupled PK/LDH NADH assays, four targets; IC50, µM (highest dose often 10 µM), for inactives: top-dose inhibition; actives 0.02% (n = 65,000);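 active = single-dose screening hits from any of four coupled enzyme assays that gave an IC50 when retested across doses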;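 note: the DPM-DC format reads NADH fluorescence rather than 340 nm absorbance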
RORA act: activators of human nuclear receptor RORA. P35398. CHO-K1 Gal4-RORA LBD luciferase reporter, luminescence; percent increase over mock-subtracted basal signal. activation, % at 10 µM. actives 1.5% (n = 65,000). AID 560;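 active = activation above the mean of all tested compounds plus 3 SD, cut at about 49% in these data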;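 note: 0% = DMSO-treated RORA cells and 100% = added signal equal to DMSO minus mock-transfected cells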
Target sequence (P35398 whole entry, looked up, the tested form may be a part): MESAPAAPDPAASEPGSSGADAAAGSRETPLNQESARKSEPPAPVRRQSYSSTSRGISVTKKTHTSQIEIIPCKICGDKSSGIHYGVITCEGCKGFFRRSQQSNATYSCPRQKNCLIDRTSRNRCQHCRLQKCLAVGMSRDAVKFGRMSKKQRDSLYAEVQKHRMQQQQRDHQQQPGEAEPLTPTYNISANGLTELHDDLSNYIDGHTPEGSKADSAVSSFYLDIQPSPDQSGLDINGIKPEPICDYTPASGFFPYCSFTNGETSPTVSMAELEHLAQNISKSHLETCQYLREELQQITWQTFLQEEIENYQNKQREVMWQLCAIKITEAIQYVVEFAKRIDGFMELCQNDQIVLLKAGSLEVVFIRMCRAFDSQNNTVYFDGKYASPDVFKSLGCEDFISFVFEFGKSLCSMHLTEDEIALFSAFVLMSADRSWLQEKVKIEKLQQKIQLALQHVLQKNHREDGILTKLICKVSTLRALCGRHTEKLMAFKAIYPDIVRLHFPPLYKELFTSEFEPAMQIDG
Numbers without * were called inactive; i = inactive; . = not tested or not shown; [ ] = dose if it differs, or a comment.

mol | Abs 340nm | TNAP act mid DEA | Autofluor 339 | 5HT1a ag | 5-HT1A blocker | MMP13 inh | SF-1 act | NADH coupling | RORA act
CC1(C)OC(=O)N(Cc2ccco2)C1(C)O (configuration not stated) | 0.97 | 1 | 1.04 | -2.1 | -6.2 | -0.4 | 2.9 | 7.0% | -11.4
O=C(CCNC(=O)Cn1cnc2ccccc2c1=O)NCCC1=CCCCC1 | 1.01 | 1 | 1.11 | -3.5 | -16.0 | -0.6 | -7.4 | 0.0% | -1.8
O=C1CCCC/C1=C\Nc1ccccc1C(=O)O | 1.22 | 1 | 1.21 | -2.5 | -1.2 | -33.7 | -11.9 | 3.0% | -15.7
O=C(NC12CC3CC(CC(C3)C1)C2)N1CCC(O)CC1 | 1 | 1 | 1.03 | 0.1 | -8.7 | -7.5 | -0.5 | 5.0% | 2.1
CCSc1ccccc1C(=O)N1CCN(c2ccccc2F)CC1 | 1 | 1 | 1.12 | -4.0 | 3.7 | -3.6 | 13.9 | 12.0% | 4.5
CCOC(=O)C1CCCN(c2c(NCCCN(CC)c3cccc(C)c3)c(=O)c2=O)C1 (configuration not stated) | 1.02 | 0.9 | 1.03 | 0.6 | -8.1 | 5.0 | -0.1 | 6.0% | -27.5
CCCCNC(=O)CC1C(=O)N(Cc2ccccc2)C(C)c2nc3ccccc3n21 (configuration not stated) | 1 | 0.9 | 1.06 | 0.1 | -7.1 | -3.2 | 7.5 | 3.0% | -8.0
CCN(CC)C(=O)C1CCN(Cc2cccc(OCc3ccccc3)c2)CC1 | 1.05 | 0.8 | 1.14 | -0.7 | 13.4 | 5.5 | -13.3 | 0.0% | 0.6
CCOc1cc(C2Nc3ccccc3C(=O)N2c2ccccc2)ccc1O (configuration not stated) | 1.05 | 0.9 | 3.59* | 0.0 | 11.4 | -18.1 | 23.9 | 6.0%[fluoresces] | 10.0
CC1CCN(C(=O)CSc2nc3ccccc3[nH]2)CC1 | 1.07 | 0.9 | 1.02 | -1.8 | -13.7 | 3.2 | 44.3 | 3.0% | 60.6*
CCn1c(SCC(=O)Nc2cccc(NC(=O)c3cccs3)c2)nnc1-c1ccncc1 | 1.02 | 0.9 | 1.03 | 0.6 | -6.8 | 2.5 | 2.8 | 5.0% | -5.8
CCOC(=O)c1cccc(NC(=O)CSc2nnc(-c3ccoc3C)n2CCOC)c1 | 0.98 | 0.9 | 0.96 | 0.5 | -1.6 | 6.0 | -6.0 | 1.0% | -5.6
O=C(Cc1coc(-c2ccc(F)cc2)n1)NCc1ccccc1 | 1 | 0.9 | 1.07 | -1.5 | -4.2 | 0.3 | -11.8 | 8.0% | -7.7
CCOCCn1c(CN2CCN(c3ccc(OC)cc3)CC2)nc2c1c(=O)n(C)c(=O)n2C | 0.98 | . | 1.08 | -1.4 | 2.0 | 5.7 | 6.4 | 9.0% | 13.5
Cc1cc(SCc2ccccc2)nc(=O)[nH]1 | 1.04 | 1 | 1.14 | -1.7 | 5.6 | -3.8 | 12.5 | 3.0% | -8.2
Cc1ccc(=O)n(C(C(=O)NCc2ccco2)C(=O)c2ccc(F)cc2)c1 (configuration not stated) | 1.02 | 1.1 | 1.1 | -0.6 | 3.0 | 1.3 | 6.9 | 6.0% | -6.1
CCOCCc1nnc(NC(=O)c2ccc(OC)c(OC)c2)s1 | 1.01 | 0.9 | 1.02 | -2.7 | 8.6 | -10.1 | 13.3 | 2.0% | -4.0
C#CC(C)(CC)NC(=O)Cn1nnc(-c2ccc(S(C)(=O)=O)cc2)n1 (configuration not stated) | 1 | 0.9 | 1.07 | -1.3 | -1.1 | 0.5 | 8.6 | 6.0% | -6.7
Cc1ccc(Cn2nnc3c(=O)[nH]c(C4CCN(C(=O)Cc5cccs5)CC4)nc32)cc1 | 0.99 | 0.9 | 1.04 | -0.1 | -7.5 | 1.1 | 8.4 | 5.0% | -1.8
CCNc1oc(COc2cccc(C)c2)nc1C#N | 1.02 | 0.9 | 1.03 | -4.3 | 15.7 | 7.7 | 37.4 | 4.0% | 14.4
COC(=O)c1ccc(COc2cc(O)c3c(c2)OC(C)(C)CC3=O)cc1 | 1.02 | 0.9 | 1.1 | 1.7 | 0.2 | -2.0 | -21.8 | 1.0% | 0.7
CC(=O)c1cccc(NC(=O)c2nccnc2C(=O)O)c1 | 1.05 | 0.9 | 1.01 | 109.1* | -14.3 | -0.8 | -9.7 | 6.0% | -1.0
O=c1[nH]c2ccccc2n1CCCSc1cnc2ccccc2n1 | 1.03 | . | 1 | 1.1 | 18.0 | -6.4 | 0.7 | 7.0% | 9.8
CC(C)CCNC(=O)C(C)N(C(=O)Cn1nnc(-c2ccc(F)cc2)n1)C1CCCC1 (configuration not stated) | 0.98 | 1 | 1.08 | 1.0 | 5.7 | -2.2 | -5.5 | 3.0% | -17.4

Complete entries, looked up by structure.
Record of CC(C)CCNC(=O)C(C)N(C(=O)Cn1nnc(-c2ccc(F)cc2)n1)C1CCCC1 (configuration not stated) → Abs 340nm: 0.98; TNAP act mid DEA: 1; Autofluor 339: 1.08; 5HT1a ag: 1.0; 5-HT1A blocker: 5.7; MMP13 inh: -2.2; SF-1 act: -5.5; NADH coupling: 3.0%; RORA act: -17.4
Record of COC(=O)c1ccc(COc2cc(O)c3c(c2)OC(C)(C)CC3=O)cc1 → Abs 340nm: 1.02; TNAP act mid DEA: 0.9; Autofluor 339: 1.1; 5HT1a ag: 1.7; 5-HT1A blocker: 0.2; MMP13 inh: -2.0; SF-1 act: -21.8; NADH coupling: 1.0%; RORA act: 0.7

Later entries.
mol | Abs 340nm | TNAP act mid DEA | Autofluor 339 | 5HT1a ag | 5-HT1A blocker | MMP13 inh | SF-1 act | NADH coupling | RORA act
O=C(CN1CCCCCC1)Nc1ccc(F)c(F)c1F | 1.02 | 1 | 1.12 | -4.8 | 2.6 | -4.0 | 1.7 | 0.0% | -25.3
Cc1nnc2sc(-c3cccc(NC(=O)c4ccc(-c5cccc(Cl)c5)o4)c3)nn12 | 1.09 | 0.8 | 1.37 | 6.0 | 11.2 | 0.0 | -11.1 | 13.0% | 22.0
COc1ccc2c(c1)[nH]c1c(=O)n(CCc3cnc[nH]3)cnc12 | 1.08 | 0.8 | 1.88 | -1.9 | -9.0 | 4.4 | 20.2 | 2.0% | 9.5
COCCN1Cc2cccc(C(=O)Nc3cccc(C)c3C)c2C1=O | 1.01 | 0.9 | 1.12 | -0.3 | 2.0 | 2.3 | -5.7 | 5.0% | -21.1
CCC(COC(=O)Nc1cccc(C)c1)NC(=O)OCC(C)C (configuration not stated) | 0.99 | 0.9 | 1.07 | -3.8 | 20.1 | -5.3 | 7.7 | 6.0% | 34.6
COCCn1c(SCc2nc3sc(C(=O)OC)c(C)c3c(=O)[nH]2)nc2ccccc21 | 1.16 | 1 | 1.22 | -1.4 | 1.7 | -7.0 | -10.2 | 2.0% | 4.2
COc1ccc(C2=NOC(C(=O)Nc3ccc(C)cc3)C2)cc1OC (configuration not stated) | 0.98 | 0.9 | 1.07 | 3.4 | -0.6 | -13.0 | 12.8 | 7.0% | -9.7
FC(F)(F)COc1nc(N2CCCCC2)nc(N2CCNCC2)n1 | 0.98 | 0.8 | 1.02 | -2.2 | 6.6 | 5.2 | 7.1 | 11.0% | 13.5
CC1(C)C(=O)OC(C(=O)c2ccccc2)C(C)(C)C1=O (configuration not stated) | 1.01 | 1 | 1.02 | -3.9 | 4.5 | -8.7 | -0.5 | 6.0% | 8.4
O=C(O)c1cccc(CSc2ncccn2)c1 | 1.03 | 1 | 1.07 | 0.8 | 1.3 | 0.2 | 20.1 | 3.0% | -5.1
C=CC(O)(C#CCN(CC)CC)c1ccccc1 (configuration not stated) | 0.99 | 0.8 | 1.03 | -4.5 | 5.3 | 0.3 | -1.7 | 2.0% | -11.7
O=C1c2ccccc2S(=O)(=O)N1CC1CC(c2ccccc2)=NO1 (configuration not stated) | 1.02 | 0.9 | 1.05 | -2.2 | -17.3 | 1.7 | 30.4 | 5.0% | 49.2*
CCCCNc1ncnc2c1cnn2-c1ccc(C)cc1C | 1.04 | 0.9 | 1.12 | -3.6 | -4.4 | -0.3 | 4.3 | 4.0% | -7.1
N#Cc1nc(-c2cccs2)oc1NCC1CCCO1 (configuration not stated) | 1.09 | 0.9 | 2.26* | -1.6 | 1.9 | i[fluorescence artefact?] | -13.4 | 1.0%[fluoresces] | 7.0
N#CCCN(CC(=O)O)S(=O)(=O)c1ccccc1 | 1.01 | 0.9 | 1.03 | -0.9 | -8.5 | -4.5 | 25.6 | 4.0% | 11.0
CCOC(=O)C1=C(SCC(=O)Nc2ccccc2)NC(=O)C(C#N)C12CCCCC2 (configuration not stated) | 1.05 | 0.9 | 1.12 | -2.9 | -1.3 | 6.2 | 9.0 | 4.0% | 16.2
O=C(Nc1ccccc1-c1ccccc1)c1ccco1 | 1.01 | 1 | 1.06 | -0.9 | 9.4 | 1.3 | 6.8 | 5.0% | -21.1
COc1cc(Cl)c(C)cc1NC(=O)CSc1nnc(-c2ccco2)n1CC(C)C | 1 | 1 | 1.11 | 0.2 | 8.3 | 4.0 | 27.5 | 8.0% | 0.2
COc1ccc(-n2c(Cc3cccn3C)nnc2SCC(=O)Nc2ccc3c(c2)OCCO3)cc1 | 1.03 | 1 | 1.09 | 0.8 | -14.7 | 0.8 | 2.7 | 7.0% | -8.0
COC(=O)c1cc2c(ccn2-c2ccc(F)cc2)n1CC(=O)N1CCN(C(=O)c2ccco2)CC1 | 1.05 | 1 | 3.51* | 2.2 | 9.3 | -31.3 | -9.1 | 5.0%[fluoresces] | 2.9
COc1ccc(OC)c2[nH]c(=O)c(CCNC(=O)COc3ccccc3)cc12 | 1.02 | 0.9 | 1.23 | -1.3 | -5.0 | -11.6 | -5.0 | 5.0% | -9.9
CC1CCCC(C)N1C(=O)C1CC(c2ccc(F)cc2)=NO1 (configuration not stated) | 1.02 | 1 | 1.13 | -0.2 | 4.1 | 1.5 | 33.7 | 2.0% | 26.5
O=C(CC(c1ccccc1)c1ccccc1)NCCO | 1.03 | 0.9 | 1.17 | -3.3 | -7.1 | 2.3 | -2.4 | 5.0% | 0.0
Cc1cc(C)n(-c2nc3c(c(=O)[nH]c(=O)n3C)n2Cc2ccccc2)n1 | 0.99 | 0.9 | 0.92 | -4.0 | 6.4 | -4.1 | 0.1 | 11.0% | 2.1
CCn1cc(C(=O)OCC(=O)N(C)C2CCS(=O)(=O)C2)c(=O)c2ccc(C)nc21 (configuration not stated) | 1.01 | 1 | 0.95 | 2.0 | -20.1 | -0.5 | 15.0 | 10.0% | -2.9
O=C(NC1CCCCCC1)c1c(O)c2ccccc2[nH]c1=O | 1.03 | 0.9 | 1.21 | 4.7 | -19.8 | -9.5 | 35.5 | 5.0% | -5.0
COc1ccc(-c2nn3c(-c4cccc(C)c4)nnc3s2)cc1OC | 1.03 | 0.9 | 1.32 | 3.4 | -18.6 | -0.3 | -19.3 | 6.0% | -9.4
CCc1ccc2[nH]c(=O)c(C(c3nnnn3CCOC)N3CCN(c4ccccc4F)CC3)cc2c1 (configuration not stated) | 1.06 | 1 | 1.41 | 0.1 | -0.5 | -7.8 | -7.5 | 4.0% | -15.4
CCCn1c(SCC(=O)Nc2ccccc2C(=O)OC)nc2c1c(=O)n(C)c(=O)n2C | 0.99 | 0.8 | 0.97 | 1.5 | 8.0 | 0.8 | -0.8 | 5.0% | -10.9

Screening results from PubChem BioAssay.
